Assay outcomes deposited in PubChem BioAssay by National Center for Advancing Translational Sciences (NCATS).
PLK1 PBD inh – PLK1 (human) polo-box domain binding inhibition | P53350 | Plk1 PBD binding of FITC phosphopeptide, fluorescence polarization | Potency, µM, for the others: max response, negative = inhibition, most hits filed as inhibitors | 2.8% of 360,000 active; note: potency is the fitted concentration of half-maximal effect; series mostly up to about 57 µM; % is set by controls: 0 for no effect and ±100 for the full control effect; nearly all actives have a fitted effect of over 65% in size
EPAC1 antagonist – antagonists of human EPAC1; O95398; EPAC1 GEF assay, Rap1b-BODIPY-GDP exchange fluorescence; Potency, µM (doses to about 115 µM), without a hit: at the highest dose activity change, negative = inhibition, actives largely listed as inhibitors; 0.14% of 360,000 active;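 note: potency is the fitted concentration of half-maximal effect; plate controls were vehicle for no effect and positive control for full effect; nearly all actives have a fitted effect of over 50% in size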
Target sequence (O95398 whole entry, looked up): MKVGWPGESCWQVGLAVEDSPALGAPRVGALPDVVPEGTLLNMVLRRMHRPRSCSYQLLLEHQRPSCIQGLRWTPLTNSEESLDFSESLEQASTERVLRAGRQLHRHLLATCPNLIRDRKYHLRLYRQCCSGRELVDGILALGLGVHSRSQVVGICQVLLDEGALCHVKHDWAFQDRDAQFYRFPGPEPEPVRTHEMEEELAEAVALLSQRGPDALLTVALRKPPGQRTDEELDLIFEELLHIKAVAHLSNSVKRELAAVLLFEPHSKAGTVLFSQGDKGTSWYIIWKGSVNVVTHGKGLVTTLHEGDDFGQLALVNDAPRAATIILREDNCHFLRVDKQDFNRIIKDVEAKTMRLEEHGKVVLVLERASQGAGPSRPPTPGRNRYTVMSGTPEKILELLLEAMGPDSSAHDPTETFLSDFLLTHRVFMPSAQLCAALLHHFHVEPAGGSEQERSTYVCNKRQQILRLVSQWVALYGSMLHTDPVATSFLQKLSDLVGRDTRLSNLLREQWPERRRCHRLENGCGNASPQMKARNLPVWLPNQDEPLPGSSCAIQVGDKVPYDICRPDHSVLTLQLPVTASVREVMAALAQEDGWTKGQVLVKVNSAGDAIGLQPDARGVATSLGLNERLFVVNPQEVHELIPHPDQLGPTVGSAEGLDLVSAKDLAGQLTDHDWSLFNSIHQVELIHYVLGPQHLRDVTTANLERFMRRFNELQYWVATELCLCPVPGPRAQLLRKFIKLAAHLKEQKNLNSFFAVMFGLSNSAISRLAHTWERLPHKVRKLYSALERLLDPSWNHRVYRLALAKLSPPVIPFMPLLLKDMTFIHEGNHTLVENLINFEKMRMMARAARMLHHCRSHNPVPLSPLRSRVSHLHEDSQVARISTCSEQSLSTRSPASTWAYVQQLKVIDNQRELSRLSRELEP
EPAC2 agonist – agonists of human EPAC2 (RAPGEF4); 0.079% of 360,000 active; EPAC2 activation, biochemical qHTS; response scale: 100% = 6.5 mM cAMP response; Potency, µM (doses to about 154 µM), inactives show top-dose activation, usual class: activators; Q8WZA2; note: potency is the fitted concentration of half-maximal effect; nearly all actives have a fitted effect of over 50% in size
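Compounds were added across a concentration range to EPAC2 (100 nM), RAP1B-BODIPY-GDP (250 nM) and GDP (50 uM). After 5 min at room temperature, fluorescence was recorded at 5-min intervals for 30 min.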
CCT chaperon mod – changes cytosolic chaperonin activity | purified chaperonin ATPase assay, HTRF ADP detection, 30 min | activity change, % (test concentration not listed), hits read low | 0.3% of 360,000 active | AID 651819; in the data active = activity change below about -30%; note: % is set by controls: 0 for no effect and ±100 for the full control effect
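We incubate TRiC, 40 or 20 nM final, with library compounds at 76 uM and 10 uM ATP for 30 min at 37 °C. ADP formed is detected with Transcreener HTRF reagents after 30 min at room temperature.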
IL-2 act – activators of IL-2; IL-2 activation reporter assay, cell-based qHTS; stimulated with anti-CD3/CD4/CD28 beads; in transgenic mouse T cells; activation, % (series mostly up to about 46 µM); 0.065% of 360,000 active; AID 652025; in the data active = activation above about 50%; inconclusive = mostly about 30% to 49%; note: 0% is about no effect
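Unstimulated transgenic mouse T cells; 60-min compound exposure; bead-based TCR/CD4/CD28 stimulation; 18 h culture, 37 degrees C; dual fluorescence (EGFP, DsRed) plate cytometry.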
PI5P4K alpha inh – PI5P4K alpha (human) kinase inhibition; max response, %; PI5P4Kalpha enzyme, ADP-Glo luminescence, 60 min; active compounds read low; P48426; AID 652105; 1.2% of 330,000 active; active = max response of -50% or lower; inconclusive = between -30% and -50%; inactive = -30% or higher; note: value at the top dose of about 77 µM; % is set by controls: 0 for no effect and ±100 for the full control effect
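ADP-Glo luminescence end-point read after a 60 min room-temperature kinase reaction of PI5P4Kalpha plus substrate, initiated with ATP at 5 microM final. Buffer: 0.038 M HEPES pH 7.4, EGTA, 0.1% CHAPS, 5% DMSO.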
EPAC1 agonist – activates human EPAC1 exchange factor; O95398; EPAC1 agonist qHTS, biochemical assay; response scale: 100% = response to 6.5 mM cAMP; Potency, µM (top dose mostly 154 µM), without a hit: at the top dose activation, usual class: activators; 0.073% of 360,000 active; note: potency is the fitted concentration of half-maximal effect; nearly all actives have a fitted effect of over 60% in size
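Read-out is the fluorescence drop as BODIPY-GDP leaves Rap1B (480 nm excitation, 540 nm emission), recorded every 5 minutes over 30 minutes. Reactions held 100 nM EPAC1, 250 nM Rap1B–BODIPY-GDP and 50 uM GDP, with 6.5 mM cAMP setting full activation.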
WRN inhibitor – blocks human WRN helicase; Q14191; WRN helicase unwinding, fluorescent forked duplex, kinetic; 0.46% of 360,000 active; AID 651768; Potency, µM (top dose mostly 114 µM), for inactives: top-dose activity change, negative = inhibition, actives largely listed as inhibitors; note: potency is the fitted concentration of half-maximal effect; % is set by controls: 0 for no effect and ±100 for the full control effect; nearly all actives have a fitted effect of over 55% in size
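Enzyme (20 nM final) and test compound sit together 15 min at room temperature before substrate addition. Substrate is a single-forked duplex oligonucleotide (100 nM) labelled with fluorophore and quencher, with 2 mM ATP; helicase unwinding raises red fluorescence, read kinetically.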
An asterisk follows results filed as active; ? = inconclusive; / = no result given; [ ] = another dose, or the depositor's remark. Unless noted, calls come from the whole dose curve; as a rule, active = well fitted curve in the direction sought with a large enough effect; inconclusive = small, poorly fitted or top-dose-only effect, or another doubt; inactive = no such curve, though single readings can be large; an effect the other way counts as inactive or inconclusive. Only part of the results is shown; rates above refer to the full screens.

PI5P4K alpha inh | WRN inhibitor | PLK1 PBD inh | CCT chaperon mod | EPAC1 antagonist | EPAC2 agonist | EPAC1 agonist | SMILES | IL-2 act
-6 | -14% | -13% | 0.0 | 4% | -5% | -2% | Cc1ccc(C2c3c(oc4ccccc4c3=O)C(=O)N2CCCN2CCOCC2)o1 (stereo unspecified) | -1.8
-11 | -29% | -9% | 0.4 | ? | 5% | 0% | C/C(=N\NC(=O)c1ccn(C)n1)c1ccco1 | -3.6
-5 | -4% | -17% | -4.2 | -3% | 18% | 8% | CCOC(=O)C1(CCOc2ccccc2)CCN(Cc2cccc(F)c2)CC1 | -0.4
3 | -5% | -18% | 0.7 | 1% | 11% | -9% | CC1=CC(=O)[C@@H](OC(=O)Nc2ccc(C)cc2)[C@@H](c2ccccc2Br)N1C | -0.1
0 | -10% | -6% | 3.3 | -15% | 7% | 13% | CCN(CC)c1ccc(/C=N/Nc2nc3ccccc3[nH]2)cc1 | -0.9
/ | 8% | -2% | 1.8 | 5% | -2% | 0% | Cc1cc2oc(=O)cc(COC(=O)Cn3cnnn3)c2cc1C(C)C | -1.8
16 | -13% | 4% | 0.3 | -15% | -7% | 1% | COc1cc(Nc2nc3c(N)cc(C(F)(F)F)cc3nc2-c2ccccc2)cc(OC)c1OC | -0.4
-2 | -7% | 6% | 1.0 | -14% | -7% | -10% | CCCCC(=O)NC(=O)NC(c1ccccc1)c1ccccc1 | -0.5
-4 | -1% | 5% | 1.8 | -18% | 1% | -7% | COc1ccc(C(=O)O)c(O)c1 | -0.5
? | ? | -13% | 0.2 | -1% | -17% | -9% | Cc1ccc2nc(-c3ccc(N4C(=NC(=O)CCC(=O)O)SC5CS(=O)(=O)CC54)cc3)sc2c1 (stereo unspecified) | 0.3
2 | -24% | ? | 0.9 | -2% | -3% | 1% | COCCn1c(=NC(=O)c2ccco2)sc2cc(C(=O)OC)ccc21 | -0.1
-6 | 6% | -1% | 0.3 | -10% | 6% | 2% | COc1cccc(S(=O)(=O)NCc2ccc(C(=O)N3CCN(c4ccccc4)CC3)cc2)c1 | -2.3
-3 | -1% | -26% | 3.1 | 8% | 8% | -7% | Cc1cccc(C)c1OCCn1nnc2ccccc21 | 1.8
-1 | -7% | -2% | 0.7 | ? | 7% | 6% | Cc1cc(NC(=O)Nc2ccccc2[N+](=O)[O-])n(C)n1 | 0.0
0 | -26% | -14% | -1.8 | 6% | 3% | -15% | CCOC(=O)C[C@H]1c2cc(C(F)(F)F)ccc2S(=O)(=O)N1C(C)C | 0.5
-12 | -14% | -13% | -2.3 | -11% | 10% | 1% | O=C(O)c1ccc(Sc2nnc3ccccn23)c([N+](=O)[O-])c1 | 0.0
1 | 1% | -4% | -1.1 | -1% | -2% | 2% | COc1cc(NC(=O)COC(=O)/C=C/c2ccc(OC)c(OC)c2)cc(OC)c1 | -0.4
-4 | 8% | -9% | -1.3 | 2% | 6% | 1% | CN(CC1CCCN(CCc2ccc(F)cc2)C1)C(=O)CCC(F)(F)F (stereo unspecified) | -1.8
-6 | 2% | ? | -0.6 | -2% | 7% | 4% | Nc1ccc(S(=O)(=O)N2CCOCCOCCOCCOCCOCC2)cc1 | 0.8
12 | -6% | -19% | -8.5 | ? | 18% | 5% | COc1ccc(-n2cc(CN3CCCC3)c(-c3cccc(F)c3)n2)cc1 | -0.1

Exported with two lines to a compound: 4 of the compounds above.
Each structure is followed by: PI5P4K alpha inh | WRN inhibitor | PLK1 PBD inh | CCT chaperon mod | EPAC1 antagonist | EPAC2 agonist | EPAC1 agonist | IL-2 act
> Cc1cc(NC(=O)Nc2ccccc2[N+](=O)[O-])n(C)n1
 : -1 | -7% | -2% | 0.7 | ? | 7% | 6% | 0.0
> CCOC(=O)C[C@H]1c2cc(C(F)(F)F)ccc2S(=O)(=O)N1C(C)C
 : 0 | -26% | -14% | -1.8 | 6% | 3% | -15% | 0.5
> O=C(O)c1ccc(Sc2nnc3ccccn23)c([N+](=O)[O-])c1
 : -12 | -14% | -13% | -2.3 | -11% | 10% | 1% | 0.0
> COc1cc(NC(=O)COC(=O)/C=C/c2ccc(OC)c(OC)c2)cc(OC)c1
 : 1 | 1% | -4% | -1.1 | -1% | -2% | 2% | -0.4

New compounds follow:
PI5P4K alpha inh | WRN inhibitor | PLK1 PBD inh | CCT chaperon mod | EPAC1 antagonist | EPAC2 agonist | EPAC1 agonist | SMILES | IL-2 act
5 | -3% | -5% | 2.1 | 7% | -6% | 6% | Cc1ccccc1NC(=O)NC1(C(=O)N2CCCC2)CCCCC1 | -0.1
-9 | 6% | -2% | -2.0 | 0% | -6% | 1% | COc1ccccc1C(=O)NC(=O)CSc1nncn1C(C)C | -2.5
-9 | -28% | -11% | -0.8 | -5% | -5% | -8% | CC(=O)c1cccc(NC(=O)C(C)OC(=O)c2cc(C)oc2C)c1 (stereo unspecified) | 0.2
-13 | -18% | -1% | -0.6 | -2% | 3% | 12% | CCOC(=O)c1c(C)c(C)n2c1NC(=O)C2 | 0.0
-3 | 2% | -2% | -0.1 | -9% | 2% | -4% | CCOc1cccc2cc(C(=O)NCc3ccccc3)c(=N)oc12 | 0.4
2 | -5% | 0% | 1.4 | 0% | -7% | 1% | CCCCS(=O)(=O)Nc1ccc2cn[nH]c2c1 | -0.6
0 | -4% | -6% | -3.3 | 4% | 13% | 7% | CS(=O)(=O)N(C(=O)NC(=O)NC12CC3CC(CC(C3)C1)C2)C1CCCCC1 | 0.7
-9 | -1% | -17% | -1.1 | -13% | 9% | -1% | CC(NS(=O)(=O)c1ccc(OCC(=O)N2CCCC2)cc1)c1ccccc1 (stereo unspecified) | 1.2
/ | -4% | -7% | -4.2 | 19% | -7% | 16% | CCOC(=O)C1=C(CN2CCc3ccccc32)NC(=O)NC1c1cc(C)ccc1C (stereo unspecified) | -0.9
7 | 2% | -4% | 1.7 | 1% | -2% | -3% | CN1CCN(Cc2cn(C)nc2-c2ccccc2F)CC1c1ccccc1 (stereo unspecified) | 1.9
4 | -6% | -1% | 1.1 | -21% | 11% | 21% | COc1ccc(/C=C2/SC(=S)N(Cc3ccccc3)C2=O)cc1O | -3.9
13 | -1% | -7% | -10 | 11% | -1% | 3% | Cn1nc(C(=O)NC2CCCCCC2)ccc1=O | -0.9
1 | -3% | 3% | 1.5 | -15% | 2% | -3% | CC1CCN(C(=O)COC(=O)c2ccc(F)c(S(=O)(=O)N3CCOCC3)c2)CC1 | 0.5
-24 | 14% | -25% | -6.8 | 7% | -4% | -10% | CC(=O)c1c(C)n([O-])c2cc(C)ccc2[n+]1=O | 2.6
-22 | 32µM* | 6% | 1.7 | -24% | -12% | -8% | COc1cc(/C=C2\SC(=S)N(Nc3ncc(C(F)(F)F)cc3Cl)C2=O)ccc1O | 0.3
-1 | 8% | -1% | -0.2 | 14% | 0% | 6% | O=C(CC1OC(=O)c2ccccc21)NCC1COc2ccccc2O1 (stereo unspecified) | 0.3
3 | -3% | -5% | -0.3 | -21% | 12% | -10% | COc1ccc(COC(=O)CCS(=O)(=O)c2ccc(C)cc2)cc1F | 0.4
-8 | ? | 2% | -1.3 | 6% | -1% | 0% | COc1ccc(C(=O)COc2ccc3ccc(=O)oc3c2)c(OC)c1 | 3.2
-5 | -2% | -14% | 1.2 | -17% | 4% | -2% | C/C(=N\NC(=O)c1cccnc1)c1nnn(-c2nonc2N)c1C | 0.1
1 | -16% | -4% | -1.1 | -15% | -1% | -2% | CC(=O)C1CCC2C3CC(C)C4=CC(=O)CCC4(C)C3C(=O)CC12C (stereo unspecified) | 0.5
7 | 4% | -3% | -2.0 | -8% | 10% | 2% | O=C(Nc1ccc(NC(=O)C2CCCCC2)cn1)c1ccco1 | 0.3
0 | 2% | -15% | -2.2 | 6% | 5% | -5% | Cn1nc2c(c1C(=O)N1CCCC(C(=O)c3cc(F)ccc3F)C1)CCCC2 (stereo unspecified) | -0.6
-3 | -5% | -3% | -1.6 | -3% | 2% | -6% | CC(C)n1cc(CN2CCC(Oc3ccc(C(=O)N4CCCCC4)cc3)CC2)cn1 | -0.2
-1 | 8% | -11% | -2.8 | 7% | 2% | -1% | CCn1nc(C)c(/C=N\NC(=O)c2cccc(OC)c2)c1C | -3.0
-5 | 4% | 27µM* | -1.8 | -4% | 3% | 2% | O=C(Nc1cccn(Cc2c(Cl)cccc2Cl)c1=O)C1CC1 | -0.9
-1 | -4% | -13% | -2.3 | 7% | -1% | 1% | Cc1ccc(NC(=O)Cn2cc(C=O)c3ccccc32)cc1C | -0.4
25 | -1% | -1% | -1.5 | -19% | -1% | -11% | COc1ccc(C)cc1NC(=O)c1nnn(Cc2cccc(C(F)(F)F)c2)c1N | 0.6
1 | -24% | -4% | 0.4 | -8% | 8% | 0% | COc1cccc(CN(C)CC(=O)Nc2cc(S(=O)(=O)N3CCCC3)ccc2Cl)c1OC | 0.2
0 | 6% | -17% | -3.0 | -4% | 11% | 11% | Cc1ccc(CN2C(=O)CSC(C)C2=O)cc1 (stereo unspecified) | 0.0
-24 | -12% | -14% | -2.0 | 5% | 15% | 10% | CCCn1nnnc1SCC(=O)Nc1sc(C)c(C)c1C#N | -3.6
-1 | 9% | -7% | -2.0 | -1% | 8% | 1% | CN(C)CCNC(=O)C(=O)NCC1OCCN1S(=O)(=O)c1ccc2c(c1)OCCO2 (stereo unspecified) | 0.7
-3 | -2% | ? | -2.0 | 0% | 6% | -13% | COc1ccc(CCNC(=O)CCCCCN2C(=O)[C@@H]3Cc4ccccc4CN3C2=O)cc1OC | 0.8
/ | -15%[57.1 µM] | 0% | 2.1 | 4% | 0% | 2% | Cc1cc(Br)c(S(=O)(=O)n2nnc3ccccc32)cc1C | 0.5
-7 | -36% | -17% | -0.7 | -13% | 9% | -2% | O=C(N/N=C(\CC(=O)c1cccs1)C(F)(F)F)c1cccnc1 | -0.7
-5 | -9% | -2% | -6.1 | 2% | 8% | 5% | Cc1cc(=O)n2c3ccccc3n(C)c2n1 | -0.6
9 | -12% | -12% | -3.5 | -3% | 7% | 5% | O=C(CCc1ccc(Oc2cc([N+](=O)[O-])cc([N+](=O)[O-])c2)cc1)Nc1cccc(Cl)c1 | -0.1
0 | -5% | 2% | 0.5 | 16% | 6% | 6% | O=C1CC(N2CCN(c3ccccc3)CC2)C(=O)N1c1cccc(Br)c1 (stereo unspecified) | -0.5
